PAX8 inh HTS = PAX8 transcriptional activity inhibition. inhibition, % at 12.6 µM. RMG-I TPO-luciferase reporter, SteadyGlo, 24 h. hit rate 1.2% among 360,000;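 active = mean replicate inhibition at least 60% with every replicate also reaching 60%; inconclusive = only one of the two criteria is met; inactive = mean below 60% and not all replicates reaching 60%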;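 note: luciferase light reporting Pax8 driven TPO promoter activity; plate controls were median of neutral control wells for no effect and mitoxantrone controls for full effect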
ARNT TACC3 PPI = ARNT/TACC3 interaction disruption | hit rate 0.66% among 390,000 | AlphaScreen His-ARNT PAS-B/GST-TACC3 binding, luminescence; TACC3 fragment carries E629A point mutation | inhibition, % at 9.99 µM | Q9Y6A5;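 active = mean inhibition of replicates at least 50% and at least half of replicates each reaching 50%; inconclusive = half or more replicates reach 50% but mean below 50%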;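 note: 0% = complete ARNT plus TACC3 wells and 100% = ARNT alone without TACC3; many hits fall short of the cut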
PglD DTNB = PglD (C. jejuni) enzyme inhibition; purified PglD enzyme, DTNB colorimetric CoA detection; inhibition, % at 12.5 µM; hit rate 0.098% among 360,000; in the data active = inhibition above about 16%, passing the limit was not always enough; inconclusive = no clear call, values can overlap the other calls; note: strong numbers were not always called active
INS-1E GSIS act = primary screen for activators of insulin secretion dependent on glucose, INS-1E cells, GLuc reporter luminescence. AID 743287. INS-1E GLuc reporter insulin secretion, 2-3 h. hit rate 0.61% among 370,000. activation, % at 16.6 µM;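 active = lowest replicate activation of at least 40%, so every replicate reaches that level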;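 note: 0% = median of neutral control wells and 100% = median of IBMX positive control wells; some compounds called inactive have numbers as strong as hits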
LGR2 inh = Drosophila LGR2 receptor signaling inhibition | HEK293 LGR2, CRE-luciferase, bursicon-stimulated, 4 h | inhibition, % at 9.99 µM | hit rate 0.35% among 380,000;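 active = drop in luminescence signal, shown as inhibition above about 50% in the replicate tests, limit read from the data, passing the limit was not always enough; inconclusive = probably only some replicates passing the limit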;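 note: agonist challenge used bursicon conditioned medium at about half maximal strength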
Statin myotox sup = suppression of simvastatin myotoxicity | hit rate 0.78% among 330,000 | C2C12 myotubes + simvastatin, ATP luminescence, 48 h; scaled: DMSO 0, geranylgeraniol control 100 | rescue of ATP level, % at 7.49 µM;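 active = mean ATP rescue above about 67%, or every replicate alone reaching that limit, limit read from the data, passing the limit was not always enough; inconclusive = no clear call, values can overlap the other calls; inactive = mean under the limit and some replicate under it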;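 note: myotubes were challenged with 10 µM simvastatin during compound exposure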
PGC1a acetyl inh = PGC1a acetylation modulation, inhibitor mode. hit rate 0.17% among 350,000. U2OS PGC1a acetylation, AlphaScreen anti-acetyl-lysine; with virally co-expressed GCN5 acetyltransferase. inhibition, % at 15.6 µM. AID 651687;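 active = every replicate shows inhibition of at least 40%; inconclusive = mean inhibition at least 40% but some replicate below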;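 note: 0% = neutral control wells and 100% = positive control wells; some results beyond the cut were filed as inactive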
Cneo AK release = Cryptococcus neoformans lysis via adenylate kinase release | C. neoformans lysis, adenylate kinase release luminescence, 4 h; normalised: neutral wells 0, clomiphene wells 100 | lysis activity, % at 15 µM | hit rate 0.2% among 360,000 | AID 651654;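 active = mean lysis activity across replicates of at least 80%, whatever share of replicates individually reach that level; inactive = mean lysis activity below 80%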
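Test system: log-phase Cryptococcus neoformans yeast cells. Input: 5 × 10^6 yeast cells/mL. Medium: fresh YPD growth medium. Doses: single dose. Incubation: static 4 h at 37 °C with compound, 1 h detection. Measured by: luminescent adenylate kinase detection reagent. Read-out: signal increase indicating cell lysis. Benchmarks: Clomiphene.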
* marks the source's active call; other numbers are inactive results; ? = inconclusive; . = not tested or not shown; & = joins results of further samples.

SMILES	PAX8 inh HTS	ARNT TACC3 PPI	PglD DTNB	INS-1E GSIS act	LGR2 inh	Statin myotox sup	PGC1a acetyl inh	Cneo AK release
CCOC(=O)N1CCC(n2c(=S)[nH]c3ccccc3c2=O)CC1	.	-3	.	5	-41	.	2	.
CN(C)c1ccc(/C=N/NC(=O)c2ccccc2Cl)cc1	-49	.	-10	52*	-49	-6	-2	5
NS(=O)(=O)c1ccc(CNC(=O)c2cc(-c3ccccn3)nc3ccc(Cl)cc23)cc1	-3	7	.	12	-2	.	-2	.
Cc1cc(=O)n2c3ccccc3n(CC(O)CN3CCOCC3)c2c1C#N (stereo not given)	-6	-3	0	1	1	-1	2	0
CCOC(=O)C1=C(C(F)(F)F)Nc2ncnn2C1c1cc(OC)c(OC)cc1OC (stereo not given)	20	-1	4	9	21	.	-1	0
Cc1ccc(S(=O)(=O)N2CCCC(c3nc4c(nnn4Cc4ccc5c(c4)OCCO5)c(=O)[nH]3)C2)cc1 (stereo not given)	10	-18	4	15	-20	-1	16	0
COc1ccc(C(=O)NC(C)CCCC(C)(C)O)cc1OC1CCN(C(C)=O)CC1 (stereo not given)	-19	-5	3	4	7	7	-11	0
Fc1ccccc1Sc1ccccc1CNC1=NCCN1	.	.	5	19	-11	-25	0	-2
CCCCNc1ccc(S(=O)(=O)c2cccc([N+](=O)[O-])c2)cc1[N+](=O)[O-]	-12	-10	.	-1	8	33	.	.
CCCCn1c(N)c(N(CC(C)C)C(=O)c2cc(Cl)nc3ccccc23)c(=O)[nH]c1=O	16	19	.	7	-8	.	.	.
C[C@H](CO)N1C[C@H](C)[C@H](CN(C)S(=O)(=O)c2ccc(Cl)cc2)OCCCC[C@H](C)Oc2ccc(NC(=O)C3CCCCC3)cc2C1=O	56	8	-2	-1	18	.	3	4
N#CC1=C(S)N=C(N)C(c2nc(-c3ccccc3)cs2)C12CCCCC2 (stereo not given)	.	15	2	.	.	30	-4	-3
O=C1CC(c2ccccc2)CC(O)=C1C=NCCN1CCN(C(=S)Nc2cccc(Cl)c2)CC1 (stereo not given)	.	2	-1	.	.	-13	-8	1
O=C(CSc1nnc(NC2CC2)s1)NN1C(=O)NC2(CCCCC2)C1=O	5	-14	-1	6	2	7	-4	-1
Cc1ccc(-c2cc(C(=O)O)n[nH]2)s1	3	-5	.	1	.	1	5	.
COc1ccc(/C=C/C(=O)NCc2nc3ccccc3[nH]2)cc1OC	16	44	.	18	2	.	.	.
COc1ccccc1-n1c(-c2ccco2)n[nH]c1=S	7	-5	-9	31	-7	2	-4	0
Cc1cccc(NS(=O)(=O)c2cc(C(=O)N3CCCC3)ccc2Cl)c1	0	-7	.	7	2	.	.	.
COC(=O)[C@H](CC(C)C)NC(=O)CC[C@H]1O[C@@H](n2cc(C)c(=O)[nH]c2=O)C[C@@H]1O	16	.	-3	0	7	2	12	1
C[C@@H]1CN([C@H](C)CO)C(=O)c2cc(NC(=O)Nc3ccc(C(F)(F)F)cc3)ccc2O[C@H]1CN(C)Cc1ccncc1	17	4	3	-11	-1	-41	4	-4
O=C(NC1CCCCC1)c1ccc(-c2ccccc2)cc1	-153	-12	-1	13	-42	-13	.	-2
COC(=O)CSc1cccc2c1C(=O)CC2c1ccccc1 (stereo not given)	-26	8	3	-1	-21	12	9	-4
COc1ccc(C#Cc2ccc3c(c2)[C@]2(C(=O)N3)[C@H](c3ccc(OCCO)cc3)N3[C@H](c4ccccc4)[C@H](c4ccccc4)OC(=O)[C@H]3[C@@H]2C(=O)N2CCCCCCC2)cc1	-10	9	0	.	.	.	3	1
O=c1[nH]c(/C=C\c2cccc(O)c2)nc(O)c1[N+](=O)[O-]	10	12	-7	-8	-10	17	-9	3
CN(C)C(=O)C[C@H]1CC[C@@H]2[C@H](COC[C@H](O)CN2S(=O)(=O)c2ccccc2Cl)O1	-4	1	2	3	1	-18	2	0
Clc1ccc(CONc2ncnc3nonc23)c(Cl)c1	-108	-1	3	-21	10	-20	-8	-3
COc1ccc(-c2ccnc3c(C(=O)O)cnn23)cc1	-7	44	.	-10	17	.	-6	.
O=C(COc1ccc(Br)cc1)Nc1ccccc1C(=O)N1CCOCC1	.	-5	0	11	7	-7	-2	1
COC(=O)c1ccccc1NC(=O)CSc1nc(N)cc(=O)[nH]1	-10	-20	.	2	11	.	.	.
O=C(COC(=O)c1cccs1)NCc1ccco1	.	0	-3	.	.	131*	-12	-1
COC(=O)c1nnn(CC(=O)Nc2cc(Cl)ccc2C)c1C(=O)OC	-11	-5	5	.	.	1	-38	2
COC(=O)C1=C(C)N(c2cccc3ccccc23)C(=O)C1	.	1	-1	.	.	3	-5	0
O=C(C[C@@H]1C=C[C@@H](NC(=O)c2cnccn2)[C@@H](CO)O1)NCc1ccccc1F	-1	3	-2	7	19	0	-1	-4
O=C(Nc1ccc(Cl)cn1)c1ccc(Br)c(S(=O)(=O)N2CCCCC2)c1	15	4	-2	1	19	-10	-4	-1
CCOc1nc(Nc2ccc(OC)cc2OC)nc(OCC)n1	24	-3	-2	4	12	7	2	2
Cc1ccc2nc(Nc3ccc(C)c(C)c3)c3nncn3c2c1	-41	3	7	-8	-15	9	.	1
CC(C)C1C(=O)N(Cc2cn(CCC3OCCCO3)nn2)CCS(=O)(=O)N1Cc1ccc(-c2ccc(Cl)c(Cl)c2)cc1 (stereo not given)	35	.	6	-4	-11	-8	10	2
CCOc1ccc(/C=C2\SC(=O)N(CCNC(=O)C3COc4ccccc4O3)C2=O)cc1OC (stereo not given)	.	-4	1	-3	18	.	-3	-4
COc1cc(C2Nc3ccc4ncccc4c3C3=C2C(=O)CCC3)cc(OC)c1OC (stereo not given)	-13	5	.	13	-12	.	.	.
O=C(/C=C/c1ccccc1)N(c1ccccn1)C1CCCCC1	.	-2	-1	.	.	-6	9	-1
CC1CCN(C(=O)CCC(=O)N2CC(C)Oc3ccccc32)CC1 (stereo not given)	-2	-1	6	7	4	-1	3	0
COc1ccc(NC(=O)N(C)C[C@H]2Oc3c(NC(=O)CCCCCC(=O)Nc4ccccc4N)cccc3C(=O)N([C@@H](C)CO)C[C@H]2C)cc1	6	.	.	-2	10	.	2	.
Cc1ccccc1-c1ccc([C@H]2[C@@H](CO)N3C(=O)CN(C(=O)c4ccccc4)C[C@@H]23)cc1	36	.	.	-18	14	.	6	.
COc1ccc(N(Cc2cc(=O)[nH]c3ccccc23)C(=O)CCl)cc1	0	-14	2	13	16	-33	36	3
CNC[C@H]1Oc2ccc(N(C)C)cc2CC(=O)N([C@H](C)CO)C[C@@H]1C	-9	-1	2	1	-22	28	2	-11
O=C(Nc1ccccc1F)N1CCCCN2[C@H](C1)[C@H](c1ccc(/C=C/c3ccccc3)cc1)[C@@H]2CO	39	27	6	2	12	0	-1	-3
O=C(c1nc(-c2ccccc2)n(-c2ccccc2)n1)N1CCN(S(=O)(=O)c2ccccc2)CC1	10	33	0	-8	.	1	13	3
O=C(CC1Nc2ccccc2NC1=O)Nc1ccc2c(c1)OCO2 (stereo not given)	-67	-4	.	7	2	-1	2	.
CCc1nn(CCCN2CCN(c3cccc(Cl)c3)CC2)c(=O)n1CCOc1ccccc1	33&24	11&4	-6&-3	-7&-10	1&12	-8&-13	15&1	0&-1
CCC(C)N(C(=O)CSc1nnc(-c2ccco2)n1C)C1CCS(=O)(=O)C1 (stereo not given)	7	-2	.	23	-4	.	.	.

Part of the list above, reformatted.
Cc1cccc(NS(=O)(=O)c2cc(C(=O)N3CCCC3)ccc2Cl)c1
  PAX8 inh HTS: 0 | ARNT TACC3 PPI: -7 | PglD DTNB: . | INS-1E GSIS act: 7 | LGR2 inh: 2 | Statin myotox sup: . | PGC1a acetyl inh: . | Cneo AK release: .
O=C(COC(=O)c1cccs1)NCc1ccco1
  PAX8 inh HTS: . | ARNT TACC3 PPI: 0 | PglD DTNB: -3 | INS-1E GSIS act: . | LGR2 inh: . | Statin myotox sup: 131* | PGC1a acetyl inh: -12 | Cneo AK release: -1
COc1ccc(-c2ccnc3c(C(=O)O)cnn23)cc1
  PAX8 inh HTS: -7 | ARNT TACC3 PPI: 44 | PglD DTNB: . | INS-1E GSIS act: -10 | LGR2 inh: 17 | Statin myotox sup: . | PGC1a acetyl inh: -6 | Cneo AK release: .

(cont.)
SMILES	PAX8 inh HTS	ARNT TACC3 PPI	PglD DTNB	INS-1E GSIS act	LGR2 inh	Statin myotox sup	PGC1a acetyl inh	Cneo AK release
COc1ccc(S(=O)(=O)N(C)C[C@H]2Oc3c(NS(=O)(=O)c4ccc(F)cc4)cccc3C(=O)N([C@@H](C)CO)C[C@H]2C)cc1	-23	.	6	-14	-5	50	3	10
O=C(Cn1cnc2c(NCc3ccccc3)ncnc21)N1CCN(c2ccccn2)CC1	10	-7	-2	17	5	21	-1	-3
c1ccc2c(c1)CCN2CCN1CCc2ccccc21	.	2	2	.	.	16	-16	0
COc1ccc(C(=O)N2CCN(CCNC(=O)C(=O)Nc3ccc(Br)cc3)CC2)cc1	6	-3	-9	22	3	.	3	-2
O=C(O)C1CCCN1C(=O)Oc1ccccc1 (stereo not given)	.	-11	2	.	.	.	7	-1
COC(=O)c1ccc(C2NCCc3cc(OC)c(OC)cc32)cc1 (stereo not given)	1	-11	-4	16	-9	5	-14	1
O=C(C1CCN(S(=O)(=O)c2ccc3ccccc3c2)CC1)N1CCN(c2ncccn2)CC1	-6	-4	4	.	.	-32	-8	-1
C[C@H](CO)N1C[C@H](C)[C@H](CN(C)Cc2ccncc2)Oc2c(NC(=O)C3CCOCC3)cccc2C1=O	9	7	1	4	5	-21	-3	13
COC(=O)n1c(=O)oc2ccc(S(=O)(=O)N3CCCCC3)cc21	-8	-10	.	2	0	.	-12	.
CC(C)OC(=O)NC(Nc1ccccc1C(=O)O)(C(F)(F)F)C(F)(F)F	-6	-1	.	-8	-1	3	-2	.
CC(=O)N1CCN(c2ccc(NCc3cccc(C)c3)cc2)CC1	2	-3	-6	-13	-31	-12	12	-1
COc1ccc(C2=NN(C(=O)CCC(=O)O)C(c3ccc(Br)cc3)C2)cc1 (stereo not given)	2	-1	3	3	1	6	-9	-1
Cc1ccc(CNC(=O)c2cccnc2Sc2cccc(Cl)c2)cc1	8	6	2	18	-16	.	8	-1
C[C@@H]1CN([C@H](C)CO)C(=O)c2cc(NC(=O)CCC(F)(F)F)ccc2O[C@@H]1CN(C)CC1CCCCC1	-25	-3	5	18	-8	8	-2	8
O=C1NN(c2ccc(F)cc2)C(=O)/C1=C/c1cccs1	20	-4	.	12	3	.	.	.
CC(C)[C@H](NC(=O)NCc1cccs1)C(=O)O	.	.	-4	.	.	-9	?	-2
O=C(Cn1c(=O)n(-c2ccccc2)c(=O)c2sccc21)NCc1ccccc1	6	-5	5	16	-8	-5	4	-3
COC(=O)c1cc(OC)c(OC)cc1NC(=O)c1cccc(OC)c1OC	4	1	.	23	-16	13	-2	.
Cc1ccc(N(CC(=O)NCc2ccc(F)cc2)C(=O)c2csnn2)cc1C	10	0	.	13	36	.	-1	.
O=C(Nc1ncccc1Cl)C(Sc1ccccc1)c1ccccc1 (stereo not given)	9	-21	7	.	.	-3	-13	-3
COc1ccc(-n2nc(C(=O)NCCCN3CCOCC3)c3ccccc3c2=O)c(OC)c1	7	-1	-8	43	16	-6	2	2
N#Cc1cccc(-c2ccc([C@@H]3[C@H]4CN(C(=O)Nc5ccc(F)cc5)CCCCN4[C@H]3CO)cc2)c1	37	-5	0	-20	5	.	-6	-2
Cc1sc(NC(=O)CSc2nnnn2C2CCCC2)c(C#N)c1C	.	-43	-6	.	.	-3	.	-1

Screening data from PubChem.
